# CHO-K1 Ca ag = counter-screen for M1 agonists: effect in parental CHO-K1 cells | 360,000 compounds, 0.48% hits | Fluo-8 calcium fluorescence; scaled to maximal ATP response, vehicle zero | activation, % at 3 µM | AID 602248; in the data active means activation above about 15%;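 further: untransfected CHO-K1 host cells lacking M1 receptor as counterscreen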
# TAAR1 antag = antagonists of human TAAR1 | AID 624466 | inhibition, % at 3 µM | CHO RD-HGA16 TAAR1, Fluo-8 calcium fluorescence, antagonist | 360,000 compounds, 1.5% hits;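 active means inhibition above a per-plate cutoff, the mean inhibition of test compounds on that plate plus 3 SD, cut at about 49% in these data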;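 further: 0% = DMSO plus EC80 beta-PEA response and 100% = DMSO alone without agonist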
#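 Test system: CHO RD-HGA16 cells bearing hTAAR1 | Reagent: β-PEA, EC80 | Compound dosing: 3 µM, single point | Schedule: Dye loading 75 min at 37 °C, then 30 min room temperature | Signal: Calcium fluorescence with Fluo-8 | Evaluation: Percent inhibition of PEA-evoked calcium signal, max/basal emission ratio | Control set: DMSO-only wells and EC80 β-PEA-stimulated wells | Repeats: Singlicate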
# OXTR potentiate = potentiators of human oxytocin receptor | P30559 | CHO-OTR cells, Fluo-8 calcium fluorescence, potentiator mode; 0% = oxytocin EC15, 100% = EC100 | activation, % at 3 µM | 320,000 compounds, 0.061% hits;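 active means activation above that plate's cutoff, the mean activation of tested compounds plus 3 SD, cut at about 6.6% in these data, passing the limit was not always enough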;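 further: 100% uses oxytocin at 75 nM as the full agonist control; some results filed as inactive read as strong as hits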
# Target sequence (P30559 whole entry, looked up): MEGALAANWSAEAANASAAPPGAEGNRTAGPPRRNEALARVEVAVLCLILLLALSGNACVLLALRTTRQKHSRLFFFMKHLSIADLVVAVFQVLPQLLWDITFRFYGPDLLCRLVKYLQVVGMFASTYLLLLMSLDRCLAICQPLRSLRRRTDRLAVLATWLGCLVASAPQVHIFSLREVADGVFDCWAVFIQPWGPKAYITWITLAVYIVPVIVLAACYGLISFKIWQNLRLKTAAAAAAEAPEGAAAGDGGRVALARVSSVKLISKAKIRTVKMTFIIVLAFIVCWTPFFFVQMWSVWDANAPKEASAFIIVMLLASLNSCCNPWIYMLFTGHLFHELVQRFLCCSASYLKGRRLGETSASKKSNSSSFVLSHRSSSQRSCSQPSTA
#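 assay system = CHO-OTR cells, human receptor | schedule = compound 6 min at room temperature before oxytocin, 100 s read | detection = Fluo-8 intracellular calcium fluorescence, ex 470-495, em 515-575 nm | evaluation = normalized max/min fluorescence ratio, % activation | control set = EC15 oxytocin alone as 0%, 75 nM oxytocin (EC100) as 100%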
# CHO-K1 Ca antag = M1 antagonist counterscreen hit in parental CHO-K1 cells; ATP-induced calcium, Fluo-8 fluorescence; inhibition, % at 3 µM; 360,000 compounds, 0.6% hits; AID 602250;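 active means inhibition above a per-plate cutoff, the plate's mean sample inhibition plus 3 SD, cut at about 24% in these data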;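 further: 0% = DMSO plus EC80 ATP and 100% = DMSO alone without ATP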
# M1 PAM parental = counter-screen for M1 PAMs: effect in parental CHO-K1 cells | activation, % at 3 µM | 360,000 compounds, 0.02% hits | ATP EC20, Fluo-8 calcium fluorescence; 0% at ATP EC20, 100% at ATP max;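 active means activation above the run cutoff, the mean activation of all test compounds plus 3 SD, cut at about 40% in these data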;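 further: peak over basal fluorescence ratio in a 140 s read after ATP addition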
# TAAR1 ag = agonists of human TAAR1 | CHO RD-HGA16 TAAR1, Fluo-8 calcium fluorescence; vehicle wells 0%, saturating PEA agonist 100% | activation, % at 3 µM | 360,000 compounds, 0.99% hits;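 active means activation above the mean activation of all test compounds in the run plus 3 SD, cut at about 38% in these data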
#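 Test system: RD-HGA16 (CHO) cells co-expressing Gα16 and hTAAR1 / Benchmarks: DMSO vehicle as 0%, PEA at EC100 as 100% / Repeats: no replicates (n 1) / Measure: % activation from peak over basal fluorescence ratio, DMSO-to-PEA scaled / Timing: 17-24 h plating, Fluo-8 75 min 37 °C, 30 min RT / Technique: kinetic Fluo-8 calcium fluorescence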
# CHO parental Ca = counter-screen: ATP calcium response change in parental CHO cells; inhibition, % at 5.6 µM; AID 463079; parental CHO-K1, ATP-induced calcium, Fluo-8 fluorescence; 330,000 compounds, 0.63% hits;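 active means inhibition above that plate's mean sample inhibition plus 3 SD, cut at about 26% in these data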;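 further: 0% = ATP-challenged DMSO wells and 100% = DMSO wells without ATP; some compounds past the cut are filed as inactive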
#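 Assay system: untransfected parental CHO cell line. Also added: ATP agonist challenge. Dosing: one dose, 5.6 µM nominal. Measured by: Fluo-8 fluorescence. Read-out: % inhibition. Benchmarks: ATP wells versus no-ATP DMSO wells. Repeats: no replicates.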
# M1 ag = activates human CHRM1 receptor; P11229; AID 588814; CHO-K1 hM1, Fluo-8 calcium fluorescence, agonist mode; 0% DMSO, 100% acetylcholine EC100; 360,000 compounds, 0.33% hits; activation, % at 3 µM;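 active means activation above the run's mean compound activation plus 3 SD, cut at about 16% in these data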;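 further: peak over basal fluorescence ratio within a 140 s kinetic read after compound addition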
# Target sequence (P11229 whole entry, looked up): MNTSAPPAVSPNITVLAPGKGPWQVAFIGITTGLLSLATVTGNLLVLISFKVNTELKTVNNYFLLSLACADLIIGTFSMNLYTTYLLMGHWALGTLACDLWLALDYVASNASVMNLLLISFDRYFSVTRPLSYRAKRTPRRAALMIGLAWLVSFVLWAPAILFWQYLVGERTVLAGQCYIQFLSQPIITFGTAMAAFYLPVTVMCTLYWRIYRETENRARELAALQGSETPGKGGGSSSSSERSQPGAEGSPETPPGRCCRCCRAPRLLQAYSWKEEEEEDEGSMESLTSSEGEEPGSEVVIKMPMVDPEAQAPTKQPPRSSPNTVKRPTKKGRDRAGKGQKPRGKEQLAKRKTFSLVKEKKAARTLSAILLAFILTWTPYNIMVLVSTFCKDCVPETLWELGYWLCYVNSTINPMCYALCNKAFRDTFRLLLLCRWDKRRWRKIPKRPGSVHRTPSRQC
# M1 antag = blocks human M1 muscarinic receptor; P11229; CHO-K1 hM1, Fluo-8 calcium fluorescence, ACh EC80 antagonist; inhibition, % at 3 µM; 360,000 compounds, 1.3% hits; AID 588852;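 active means percent inhibition above its own plate's cutoff, namely the mean of that plate's compound wells plus 3 SD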;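 further: peak over basal fluorescence ratio during 140 s after agonist addition; 0% = ACh EC80 plus DMSO and 100% = DMSO alone without agonist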
# Starred values were filed as active, the others as inactive; / = no result given.
# Sample of the layout, 3 compounds:
SMILES,CHO-K1 Ca ag,TAAR1 antag,OXTR potentiate,CHO-K1 Ca antag,M1 PAM parental,TAAR1 ag,CHO parental Ca,M1 ag,M1 antag
CC(NC(=O)C1CCC(CNc2c(N3CCCCC3)c(=O)c2=O)CC1)c1ccccc1 (stereo not given),0.6,-37,1,-9,13,0,-15,7,-2
COc1cccc(CNC(=O)C(C)n2ccc3cc(S(=O)(=O)N4CCCCCC4)ccc32)c1 (stereo not given),8.4,-2,-6,-2,4,0,-6,-3,-1
c1ccc(Nc2c3c(nc4ccccc24)CCC3)cc1,4.2,-2,-11,4,13,12,-10,-10,-6

# All compounds of this part (from the top)
SMILES,CHO-K1 Ca ag,TAAR1 antag,OXTR potentiate,CHO-K1 Ca antag,M1 PAM parental,TAAR1 ag,CHO parental Ca,M1 ag,M1 antag
CC(NC(=O)C1CCC(CNc2c(N3CCCCC3)c(=O)c2=O)CC1)c1ccccc1 (stereo not given),0.6,-37,1,-9,13,0,-15,7,-2
COc1cccc(CNC(=O)C(C)n2ccc3cc(S(=O)(=O)N4CCCCCC4)ccc32)c1 (stereo not given),8.4,-2,-6,-2,4,0,-6,-3,-1
c1ccc(Nc2c3c(nc4ccccc24)CCC3)cc1,4.2,-2,-11,4,13,12,-10,-10,-6
CCC(C)(C)n1nnnc1C(c1cccc(C#N)c1)N1CCN(c2cc(C)ccc2C)CC1 (stereo not given),0.3,-17,-8,4,0,15,-4,-4,-14
CC1(C)SC(=S)N(/N=C/c2ccccc2O)C1N(O)C(=O)Nc1ccccc1 (stereo not given),1.7,-2,-5,-1,5,0,-12,-4,2
Clc1ccccc1-c1nc(N/N=C/c2cccnc2)c2ccccc2n1,2.9,30,-5,-8,1,8,-39,0,17
CCOC(=O)c1c(C2COc3ccccc3O2)csc1N (stereo not given),-0.8,3,-3,-7,-3,16,-22,-6,-4
Cc1ccc(Nc2nc(/N=C/N(C)C)n[nH]2)cc1C,1.2,-14,-7,-7,-12,0,-4,-4,16
CCCn1c(=O)c2ccccc2n2c(SCc3nc4ccccc4s3)nnc12,0.9,-33,1,-13,15,-1,-17,-6,4
Cc1ccc(OCC(=O)c2cc(C)n(-c3ccccc3)c2C)c([N+](=O)[O-])n1,4.2,-5,-4,-11,20,-1,-3,-6,-2
CCOC(=O)C1CCN(CC(=O)Nc2ccc(OC)c(S(=O)(=O)N3CCCCC3)c2)CC1,-0.3,-12,-6,18,2,3,-13,-5,-8
CCc1ccc(OCC(=O)Nc2ccc(S(=O)(=O)N3CCCC3)cc2)c(Br)c1,0.1,9,-5,1,4,15,-11,-7,1
O=C(NNC(=O)c1n[nH]c(=O)c2ccccc12)c1ccc(Br)cc1,0.4,-11,-2,-14,8,4,-12,-2,-16
Cc1cc2sc(NC(=O)c3ccco3)nc2cc1Cl,-0.3,-4,-11,-3,-2,0,-4,-2,-12
CCOC(=O)N1CCC(=NNC(N)=O)CC1,0.5,5,-7,3,-8,2,-15,-3,-7
O=C(COc1ccc(Br)cc1)NCCCN1CCCC1=O,0.1,18,2,3,-20,-1,-10,-5,2
CCOc1ccc(S(=O)(=O)N2CCCC(C(=O)NCc3cccnc3)C2)cc1C (stereo not given),1.7,8,-12,-17,4,-4,-24,-5,1
O=C(CCNC(=O)c1ccco1)Nc1cccc(Br)c1,1.1,-6,2,-7,5,3,6,-4,0
COc1ccc(CCN2C(=O)CC(C(N)=O)SC2=Nc2ccc(F)cc2)cc1OC (stereo not given),5.7,-15,-8,-5,2,4,-8,-4,22
O=C(Nc1ccccc1)c1cc(C2CCCN(C(=O)C/C=C/c3ccccc3)C2)on1 (stereo not given),3.5,29,/,-8,9,0,/,-6,-6
O=C(CCN1C(=O)/C(=C/c2ccc3c(c2)OCO3)SC1=S)Nc1cccc(C(=O)O)c1,2.0,-12,-16,-3,14,1,4,-2,-14
CSCc1ccc(C(=O)N2CCC(N3CCC(C(=O)NC(C)C)CC3)CC2)o1,0.3,0,-2,-4,13,0,-11,-7,-7
COc1ccccc1-c1nc(-c2ccc(Br)o2)no1,-0.1,-24,-3,7,12,-2,-15,-6,0
O=C(CN(c1ccc(F)cc1)S(=O)(=O)c1ccc2c(c1)OCCO2)NCc1ccccc1,0.6,4,-9,7,-12,6,-18,-2,8
CCCc1oc(C(=O)O)cc1CN,0.2,-10,-1,-5,8,9,-2,-2,-1
C/C(=N\OCC(=O)NCC(F)(F)F)c1cc2ccccc2o1,2.2,5,6,-7,13,1,-13,-9,-7
CCN1C(=O)c2ccccc2S(=O)c2ccc(C(=O)N3CCCC3)cc21 (stereo not given),0.5,-21,-7,-6,30,0,-1,-11,-5
COCCCN1C(=O)c2ccc(C(=O)OCC(=O)NCCc3ccccc3)cc2C1=O,1.6,3,-3,-1,16,0,-19,-1,-14
Cc1[nH][nH]c(=O)c1C,0.1,-5,-5,1,-9,3,2,-1,-2
O=C(Nc1cccc(Cl)c1)c1ccc2c(=O)n3c(nc2c1)CCCCC3,4.0,18,/,-2,9,12,/,-1,3
CN(C)S(=O)(=O)N1CCN(C(=O)c2ccc3c(c2)OCO3)CC1,3.2,-13,4,-1,-6,8,0,-3,-6
Cc1cc(C)n(C(=O)CNC(=O)c2ccco2)n1,-0.2,-1,-1,-14,-3,5,-10,-3,-6
CCOC(=O)c1c(NC(=O)COC(=O)Cn2c(C(F)(F)F)nc3ccccc32)sc(C)c1C,6.7,-3,-6,2,18,2,-26,-4,-3
CNc1nc(NCCOc2ccccc2)c2sccc2n1,14,/,/,-14,14,/,/,5,-14
C/C(=N\NC(=O)c1ccc(CSc2nc(C)cc(C)n2)cc1)c1ccco1,1.1,5,-21,-10,3,0,-1,-2,-6
Cc1cc(C)cc(C(=O)NC(CC(N)=O)c2ccc(NCC3CC3)c([N+](=O)[O-])c2)c1 (stereo not given),0.9,5,-4,-15,25,5,-21,-3,-1
CCc1cccc(NC(=O)C2CCCN(S(=O)(=O)c3c(C)[nH]c(=O)[nH]c3=O)C2)c1 (stereo not given),0.8,-8,-6,-6,9,4,1,-4,-7
CC1CC(C)CN(C(=O)c2ccc(CNc3c(N4CCCC4)c(=O)c3=O)cc2)C1 (stereo not given),14,-14,-1,7,10,0,13,6,-8
COc1ccc(NC(=O)CN2CCN(C3c4ccccc4-c4ccccc43)CC2)c(OC)c1,0.2,-25,-10,-44,52*,4,-45,-1,-5
CCc1nnc(N2C(=O)c3ccccc3C2(O)c2ccccc2)s1 (stereo not given),0.5,-17,-1,-12,12,-1,-4,-3,3
COc1ccc(Cl)cc1NC(=O)CN(C)CC(=O)Nc1ccccc1C(F)(F)F,5.0,16,-12,-10,14,8,-29,-4,-8
CCOc1ccc(CCNC(=O)CS(=O)Cc2nc(-c3ccccc3Cl)oc2C)cc1OCC (stereo not given),1.9,-19,-4,-16,13,-1,-25,-5,-8
C[C@@H]1CN([C@H](C)CO)C(=O)c2cc(-c3ccc(F)cc3)cnc2O[C@H]1CN(C)C(=O)c1ccc(F)cc1,3.2,-16,/,-7,13,6,/,-7,-4
COc1cc(F)ccc1-c1cc(C(=O)NCc2cccs2)[nH]n1,0.8,-9,/,-9,13,0,/,-3,-15
CC1CCN(CCNC(=O)c2ccc(NC(=O)C3CCCO3)cc2)CC1 (stereo not given),0.3,3,-17,2,6,0,-16,-4,-7
COc1ccc(Cn2nnnc2CN(CCCN2CCOCC2)Cc2cc3cc(OC)ccc3[nH]c2=O)cc1,-0.7,-12,2,-16,5,-1,-12,-7,-7
CC(=O)Nc1ccc(-c2nnc(SCc3ccc(C)cc3)n2C)cc1,0.5,11,-19,-14,18,-1,-12,-2,-14
O=C(c1ccccc1Cc1ccccc1)N1CCN(S(=O)(=O)c2ccc(F)cc2)CC1,-0.2,-4,-6,-5,-21,0,-10,6,7
Cc1cc(C)n2cc(CSC3=NCCS3)nc2n1,-0.3,-23,-12,4,12,3,-7,-4,-12
COc1ccccc1NC(=O)CSc1nnc(CC(=O)Nc2ccccc2)n1C,0.1,-4,-7,9,-5,3,-7,-1,13
O=c1[nH]c2ccc(Cl)cc2c(-c2ccccc2)c1SC(=S)N1CCOCC1,0.3,56*,-1,17,7,30,-18,-1,-5
O=C(CSC(=S)N1CCCC1)Nc1ccc(Br)cc1Cl,0.2,-4,0,-12,-13,-2,-10,-6,6
Cc1cc(-c2nn(C)c(=O)c3ccccc23)ccc1CNC(=O)NC1CCCCC1,1.3,-14,-21,0,18,12,-36,-11,-2
Cc1ccc(NC(=O)C(c2ccccc2)c2ccccc2)nc1,1.2,11,-9,-7,12,12,-23,-5,7
CC(CC(=O)Nc1cccc(Cl)c1)c1ccccc1 (stereo not given),0.1,-12,-1,12,-11,-2,-20,-7,5
CCN(Cc1nc(-c2ccccc2)no1)C(=O)COc1cccc(OC)c1,1.5,-12,-8,-3,-11,-2,-13,-3,-14
COc1ccc(CSc2nnc(CNS(C)(=O)=O)o2)cc1,0.5,-4,-4,-28,20,3,-8,-1,-8
CCOc1ccc(CCNC(=O)CCc2nnc3ccc(N4CCCCC4)nn23)cc1OCC,0.1,-25,-8,6,14,-2,2,-12,-8
CCOc1ccccc1NC(=O)c1nnn(-c2ccc3c(c2)OCCO3)c1N,1.1,4,-9,-6,-7,5,-1,3,9
COc1ccc(CNC(=O)Cn2nc(C(F)(F)F)c(Br)c2C)cc1,0.7,13,-6,-7,-9,-1,-21,-3,-1

# Other entries:
SMILES,CHO-K1 Ca ag,TAAR1 antag,OXTR potentiate,CHO-K1 Ca antag,M1 PAM parental,TAAR1 ag,CHO parental Ca,M1 ag,M1 antag
CC(=O)Nc1ccc(NS(C)(=O)=O)cc1,0.5,1,-10,-15,17,4,-3,-3,-6
O=C(COC(=O)C1CC2CCCC(C1)C2=O)NC1CCCCC1 (stereo not given),0.8,7,-5,-22,25,-2,-6,-5,-12
CCOC(=O)C1(CCCc2ccccc2)CCN(Cc2nccn2CC)CC1,3.0,20,-11,18,-12,13,9,-10,48*
O=C(NCc1ccccc1)c1cc(C2CCCCN2C(=O)c2cccs2)on1 (stereo not given),0.2,-3,/,3,-6,-1,/,-4,-4

# Assay outcomes deposited in PubChem by The Scripps Research Institute Molecular Screening Center.
